Compound activity (PubChem)
Epigenetic derep: epigenetic control regulation, reporter derepression; 280,000 tested, 0.2% active; Potency, µM (titrated, usually from 53.9 µM), for the others: top-dose GFP activation, most hits filed as activators; AID 1865; murine LDR cells, GFP reporter derepression, 30 h; further: potency means the concentration at half of the fitted maximal effect; % of control where 0% means no effect; nearly all actives have a fitted effect of over 60% in size
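In this reporter-derepression format, murine cells bearing a silenced integrated CMV-GFP locus incubate with test compound (30 h, 37 C), then are washed and imaged; fluorescent objects of 20–120 um count as induced cells.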
Lamin A splicing: modulators of lamin A splicing | HeLa LMNA splicing GFP/RFP minigene ratio, 48 h | Potency, µM (doses to about 46.1 µM), for the others: top-dose ratio change, negative = inhibition, hits mostly inhibitors | 200,000 tested, 0.01% active | AID 1487; active means well fitted inhibition curve with a large enough effect in the signal ratio, with a control signal flat, not every such curve was filed as active; inconclusive means small, poorly fitted or top-dose-only effect, or effect the other way, or a change in a side signal; the % refers to the signal ratio; further: potency means the concentration at half of the fitted maximal effect; on the % scale 0 is the no-effect control and ±100 the full control effect
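S3 HeLa cells stably expressing lamin A-EGFP splicing minigene plus DsRed2, 600 cells/well, 48 h compound exposure at 37C. Laser-scanning cytometry; analysed as GFP (500-530 nm)/RFP (575-640 nm) total intensity ratio; 0.5% DMSO vehicle.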
GLA spleen mod: inhibitors or activators of human alpha-galactosidase in spleen homogenate; human spleen homogenate, 4MU-alpha-Gal fluorescence, 40 min; 240,000 tested, 0.008% active; Potency, µM (highest dose often 80 µM), without a hit: at the top dose activity change, negative = inhibition, actives largely listed as inhibitors; AID 2107; P06280;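 further: potency means the concentration at half of the fitted maximal effect; 0% = enzyme with vehicle and -100% = no enzyme basal signal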
Target sequence (P06280 32-429 limits assumed): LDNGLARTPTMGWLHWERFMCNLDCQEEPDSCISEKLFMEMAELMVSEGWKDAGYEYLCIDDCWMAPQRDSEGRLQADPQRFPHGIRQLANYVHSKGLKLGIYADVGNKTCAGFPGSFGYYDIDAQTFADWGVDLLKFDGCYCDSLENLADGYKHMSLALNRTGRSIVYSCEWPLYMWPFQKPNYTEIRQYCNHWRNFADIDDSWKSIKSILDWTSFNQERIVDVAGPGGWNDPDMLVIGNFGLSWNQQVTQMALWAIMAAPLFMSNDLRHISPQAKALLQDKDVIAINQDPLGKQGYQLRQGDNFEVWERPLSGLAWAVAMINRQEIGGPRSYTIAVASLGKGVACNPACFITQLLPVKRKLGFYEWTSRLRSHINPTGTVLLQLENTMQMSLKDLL
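Human spleen homogenate (1 ug) was the enzyme source, with 4-methylumbelliferyl-alpha-D-galactopyranoside (1 mM final) in pH 5.0 citrate buffer with 0.01% Tween-20. Compounds were titrated; after 40 min at 37C, NaOH/glycine stop, 4-MU fluorescence read; AC50 from Hill fits.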
CBFb RUNX1 block: blocks binding between human CBF-beta and RUNX1; Q01196+Q13951; AlphaScreen CBFb-His/RUNX1-biotin binding, biochemical; Potency, µM (top dose mostly 59.8 µM), without a hit: at the highest dose activity, negative = inhibition, actives largely listed as inhibitors; 230,000 tested, under 10 active; further: % of control where 0% means no effect
Target sequence (Q01196 whole entry, looked up): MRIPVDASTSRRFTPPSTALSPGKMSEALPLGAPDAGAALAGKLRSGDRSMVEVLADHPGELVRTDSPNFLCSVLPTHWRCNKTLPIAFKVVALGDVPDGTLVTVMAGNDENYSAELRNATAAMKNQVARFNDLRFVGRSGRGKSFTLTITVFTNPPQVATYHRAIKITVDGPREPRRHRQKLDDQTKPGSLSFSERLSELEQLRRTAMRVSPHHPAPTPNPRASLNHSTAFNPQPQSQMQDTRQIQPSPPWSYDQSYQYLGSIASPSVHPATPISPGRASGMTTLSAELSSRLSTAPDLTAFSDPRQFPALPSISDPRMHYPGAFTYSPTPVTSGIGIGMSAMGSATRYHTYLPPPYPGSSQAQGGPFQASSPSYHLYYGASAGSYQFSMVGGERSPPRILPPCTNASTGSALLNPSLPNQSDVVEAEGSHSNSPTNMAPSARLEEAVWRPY
Target sequence (Q13951 whole entry, looked up): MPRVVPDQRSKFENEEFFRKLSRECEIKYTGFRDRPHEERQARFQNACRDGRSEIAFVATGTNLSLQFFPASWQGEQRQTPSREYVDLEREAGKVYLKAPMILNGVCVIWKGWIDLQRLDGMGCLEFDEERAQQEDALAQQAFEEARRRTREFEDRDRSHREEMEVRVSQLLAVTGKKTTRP
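CBFb-His/RUNX1-biotin, 30 nM each, preincubated 20 min RT; compound 15 min RT; Ni + streptavidin beads 50 ng each, 90 min RT; AlphaScreen read.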
IMPase Li cell: membrane-permeable IMPase blocker, potentiated with lithium; AID 1457; CHO-M1 cells, IP1 TR-FRET (IP-One), carbachol + lithium; 210,000 tested, 0.35% active; Potency, µM (titrated, usually from 59.4 µM), inactives show top-dose activity, negative = IMPase inhibition, most hits filed as inhibitors;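 further: IP1 builds up when IMPase is blocked and the TR-FRET signal falls; potency means the concentration at half of the fitted maximal effect; plate controls were basal vehicle for no effect and high inhibitor control for full effect; nearly all actives have a fitted effect of over 50% in size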
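Concentration–response in CHO-M1 cells, lithium-potentiated; 30 min at 37C. IP1 detected by competitive TR-FRET after 10 min lysis at RT. Hill-fitted AC50.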
NPSR antag: neuropeptide S receptor (human) antagonism, cAMP; CHO-NPSR cells, cAMP TR-FRET, antagonist mode; Potency, µM (titrated, usually from 38.3 µM), without a hit: top-dose activity change, negative = inhibition, hits mostly inhibitors; 220,000 tested, 1% active; further: potency means the concentration at half of the fitted maximal effect; on the % scale 0 is the no-effect control and ±100 the full control effect; nearly all actives have a fitted effect of over 50% in size; many of its hits are not listed in these tables
Luc counter: Kinase-Glo luciferase inhibition (counter-screen). Potency, µM (highest dose often 38.3 µM), inactives show at the top dose activity change, negative = inhibition, actives largely listed as inhibitors. Q27757. 200,000 tested, 0.28% active. Kinase-Glo luciferase, ATP luminescence, 8 min; further: potency means the concentration at half of the fitted maximal effect; on the % scale 0 is the no-effect control and ±100 the full control effect; nearly all actives have a fitted effect of over 60% in size
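Inhibition of Kinase-Glo luciferase light generation was assessed at 10 uM ATP in pH 7.2 imidazole buffer, with luminescence measured after eight minutes at ambient temperature.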
Numbers without * were called inactive; ? = inconclusive; . = not tested or not shown; [ ] = dose if it differs, or a comment. Unless noted, the call rests on the fitted dose curve; in most records, active means well fitted curve in the direction sought with a large enough effect; inconclusive means small, poorly fitted or top-dose-only effect, or another doubt; inactive means no such curve, though single readings can be large; an effect the other way counts as inactive or inconclusive.

structure	Epigenetic derep	Lamin A splicing	GLA spleen mod	CBFb RUNX1 block	IMPase Li cell	NPSR antag	Luc counter
O=C1C=C(c2ccccc2)C[C@H](c2cccs2)[C@H]1n1cnc([N+](=O)[O-])c1	-5.0%	-1%	2%	-3%	0%	-20%[46.1 µM]	1%
COc1ccc(C(=O)c2ccc(OC)cc2O)c(O)c1	-4.3%	-8%	1%	-2%	.	-1%[46.1 µM]	.
C/C(=N\OC(=O)NC1CCCCC1)c1sc(-c2ccccc2)nc1C	-1.2%	?	1%	8%	38%[activator][38.3 µM]	?	-4%
Cc1cn2c(N)c(C=C3C=C(Cl)C(=O)C(Cl)=C3)c(=O)nc2s1	2.4%	-9%[9.22 µM]	0%	3%	10%	-57%	1%
CCCc1cc(=O)[nH]c(SCc2ccc(Cl)cc2)n1	-2.3%	21%	-16%	-1%	32%[activator][38.3 µM]	7%[46.1 µM]	-1%
COc1ccc(Br)cc1/C(C)=N/NC1=NCCN1	1.0%	?	-2%	5%	24%[38.3 µM]	0%[46.1 µM]	-3%
COc1ccc2c(c1)O[C@@H](c1ccc3c(c1)OCO3)[C@H](O)C2=O	0.0%	.	5%	2%	12%	.	-1%
O=C(O)c1ccc(NC(=S)NC2CCCCC2)cc1	0.0%	-11%	4%	0%	-10%	4%	-5%
O=C(NCCc1c[nH]c2ccccc12)C1Cc2ccccc2CN1C(=O)c1ccco1 (stereo not given)	-1.5%	3%	3%	-2%	7%[38.3 µM]	-10%[46.1 µM]	-1%
CCC1CCCCN1Cc1ccc(OC)c(C)c1 (stereo not given)	-1.8%	-2%	6%	-5%	30%[38.3 µM]	4%[46.1 µM]	0%
CC(C)c1ccccc1OCCNC(=S)NC(=O)c1cccnc1	1.1%	19%[46 µM]	-2%	5%	19%	-40%	-1%
COc1ccc(CNC(=O)CCn2c(=O)oc3ccccc32)cc1	-1.1%	11%	-1%	3%	14%[38.3 µM]	2%[46.1 µM]	-1%
CC1(C)Cc2c(sc3c2C2=NCCN2C=N3)CO1	0.0%	3%	-4%	4%	-1%[38.3 µM]	-5%[46.1 µM]	-1%
O=C(Nc1ccccc1N1CCOCC1)c1cnccn1	0.9%	-7%	-6%	-3%	-30%[38.3 µM]	-11%[46.1 µM]	-6%
O=C(CSc1ncnc2sc(-c3ccccc3)cc12)NC1CCS(=O)(=O)C1 (stereo not given)	-1.5%	.	4%	15%	-13%	4%	-3%
NC(=O)c1ccc(-n2nnnc2SCC(=O)Nc2ccc(N3CCOCC3)c(Cl)c2)cc1	0.0%	5%	5%	4%	2%[38.3 µM]	2%[46.1 µM]	4%
Cc1cc(CC(C)C)n(-c2nc3ccccc3c(=O)n2OCc2ccccc2)n1	1.2%	16%	1%	4%	5%[38.3 µM]	?	-4%
COC(=O)NC(NS(=O)(=O)c1ccccc1)(C(=O)OC)C(F)(F)F (stereo not given)	1.0%	.	1%	4%	.	-22%	.
COC(=O)CSc1nnc(C)n1-c1ccc(C)cc1	0.1%	0%	8%	-2%	20%[38.3 µM]	8%[46.1 µM]	1%
CC(C)(C)SCCNC(=O)Nc1ccccc1	1.0%	?	2%	-7%	-7%	10%	2%
O=C(C/C=N\OCc1ccc([N+](=O)[O-])cc1)Nc1ccccc1	1.1%	.	-4%	2%	8%	-11%	0%
CN(C)c1nc(Cl)nc(N(C#N)CCOc2ccccc2)n1	0.6%	-7%[46 µM]	6%	0%	3%	-32%	-1%
O=C(NC1CC1)C1=C[C@H](c2ccc(C(F)(F)F)cc2)C[C@H](OCc2ccc(CO)cc2)O1	-0.7%	.	3%	2%	-4%	44%	.
Cc1c(NC(=S)N2CCN(c3ccc(F)cc3)CC2)c(=O)n(-c2ccccc2)n1C	3.6%	4%[46 µM]	-5%	-1%	2%	8%	0%
CCc1cccc(NC(=O)c2snc3c(=O)[nH]cnc23)c1	0.0%	2%	-3%	5%	-9%[38.3 µM]	7%[46.1 µM]	-2%
Cc1cc(C)nc(SCC(=O)OCC(=O)Nc2nc3ccccc3s2)n1	-1.1%	-6%	9%	-5%	-10%	16%	-3%
Cc1c(Cl)cccc1NC(=O)CCCCCN1C(=O)CCC1=O	0.0%	13%	1%	7%	13%[38.3 µM]	1%[46.1 µM]	1%
O=C(CSCCO)Nc1ccc([N+](=O)[O-])cc1	-0.2%	?	1%	0%	-2%	13%	-3%
Nc1nc2ccc([N+](=O)[O-])cc2[nH]1	-3.8%	.	-2%	1%	.	-11%	.
CN(c1cc(=O)n2ccccc2n1)C1CCCCC1	-1.9%	10%	8%	0%	2%[38.3 µM]	-13%[46.1 µM]	-6%
NC1=NCC(O)=C1c1nc2ccccc2[nH]1	-1.1%	.	-2%	1%	2%	2%	-2%
Cc1ccc(CCNC(=O)CC2Oc3ccc(C)cc3NC2=O)cc1 (stereo not given)	-1.0%	-8%	5%	2%	-4%	6%	5%
O=S(=O)(NC1CCCC1)c1ccccc1Cl	14%	-7%	-3%	11%	-1%	-11%[46.1 µM]	-3%
O=C(Nc1ccc(F)cc1)Nc1ccc(NC(=O)c2ccccc2O)cc1	-1.1%	.	-6%	5%	.	0%	.
Cc1cccc(C#N)c1NC1=CC(=O)CC(C)(C)C1	?	10%	3%	6%	6%[38.3 µM]	-19%[46.1 µM]	1%
O=S(=O)(c1ccc(Cl)cc1)N1CCN(c2ncccn2)CC1	-0.7%	.	-6%	14%	18%	14%	6%
CCn1c(/C=C/c2c(C)n(CC)c3ccccc23)nc2ccccc2c1=O	-1.1%	-7%	-5%	-6%	-10%	-7%	1%
C1CCCCCC(=NNc2nn[nH]n2)CCCCC1	0.1%	.	11%	-8%	.	11%	.
COc1ccc(-n2c(=O)c3c4c(sc3n(CC(=O)NCc3ccco3)c2=O)CCC4)c(OC)c1	-0.8%	-16%	-2%	1%	9%	-9%[46.1 µM]	4%
O=C(Nc1cc(S(=O)(=O)N2CCOCC2)ccc1N1CCCCC1)c1cc(-c2ccccn2)nc2ccccc12	8.6%	.	0%	-7%	23%	-34%	0%
Cc1ccc(NP(=O)(Nc2ccc(C)cc2)Nc2ccc(C)cc2)cc1	-0.3%	?	4%	7%	1%	-54%	-2%
CN(C)CCOc1ccc(C(C)(C)c2ccccc2)cc1	-0.2%	.	-2%	12%	-5%	-10%	.
Cc1cc(C)c2cc(CNC3CCCC3)c(Cl)nc2c1	1.1%	.	-9%	-12%	21%	-9%	0%
CC(C)c1ccccc1OCC(=O)NC1CCCc2ccccc21 (stereo not given)	1.3%	-17%	-2%	-2%	17%	-14%[46.1 µM]	3%
Cc1nc2cc(NC(=O)N3CC4(C)CC3CC(C)(C)C4)ccc2n1C (stereo not given)	0.0%	-12%	-26%	-10%	4%	-5%[46.1 µM]	-1%
CCn1c(=O)c(C(C)=O)c(O)c2ccccc21	0.5%	.	-6%	11%	15%	-15%	-1%
COc1ccc(CCNC(=O)CCCOc2ccc(C)cc2)cc1OC	0.0%	?	-16%	-13%	0%	8%	-2%
COCCNC(=O)CN(C(=O)Cn1nnc2ccccc21)c1cccc(C)c1C	-0.4%	-2%[46 µM]	-1%	5%	5%	2%	1%
Cc1cc(C)nc(-n2ncc3c2CC(c2ccc(C(C)C)cc2)CC3=O)n1 (stereo not given)	6.7%	-15%	-9%	-3%	2%	-9%	1%
CCOc1cc(S(=O)(=O)N2CCN(c3ccc(F)cc3)CC2)c(OCC)cc1-n1cnnn1	1.3%	2%	9%	11%	-3%[38.3 µM]	?	-3%

Profiles as entered above. Screens in order: Epigenetic derep | Lamin A splicing | GLA spleen mod | CBFb RUNX1 block | IMPase Li cell | NPSR antag | Luc counter
Shown for COCCNC(=O)CN(C(=O)Cn1nnc2ccccc21)c1cccc(C)c1C → -0.4% | -2%[46 µM] | -1% | 5% | 5% | 2% | 1%
Shown for Cc1cccc(C#N)c1NC1=CC(=O)CC(C)(C)C1 → ? | 10% | 3% | 6% | 6%[38.3 µM] | -19%[46.1 µM] | 1%

(listing goes on)
structure	Epigenetic derep	Lamin A splicing	GLA spleen mod	CBFb RUNX1 block	IMPase Li cell	NPSR antag	Luc counter
CCN(C(=O)CSc1nc2cc(C(F)(F)F)ccc2n1Cc1ccccc1)C1CCS(=O)(=O)C1 (stereo not given)	0.0%	-6%	10%	4%	5%	-44%	-1%
O=C(Nc1ccncc1)C1(c2ccccc2)CCCC1	0.0%	?	6%	-1%	4%[38.3 µM]	?	-3%
Cc1ccc(C)c(NC(=O)C2CCCN2C(=O)OC(C)(C)C)c1 (stereo not given)	-1.1%	?	5%	0%	-8%[38.3 µM]	?	-1%
COc1ccccc1OCC(=O)N/N=C/C=C/c1ccc([N+](=O)[O-])o1	10µM*	?	6%	1%	-8%	-11%	0%
O=C(Nc1ccc(N2CCN(C(=O)c3ccco3)CC2)c(Cl)c1)c1cc2ccccc2o1	-2.0%	?	8%	4%	13%[38.3 µM]	?	-6%
O=S(=O)(c1ccccc1)c1cnn2c(C(F)(F)F)cc(-c3ccccc3)nc12	1.0%	5%	2%	-5%	-10%[38.3 µM]	-7%[46.1 µM]	-1%
O=C(Nc1ccc(Cl)cc1)N1CCCN(Cc2ccccc2F)C1	-1.5%	4%	-2%	3%	-6%[38.3 µM]	-4%[46.1 µM]	17%
Cc1cc(-c2nn(-c3ccccc3F)cc2CNCCc2cnc[nH]2)c(C)s1	-2.9%	?	-4%	-11%	9%	9%	3%
CS(=O)(=O)Nc1ccc(C(=O)N2CCc3ccccc3C2)cc1	0.9%	?	-1%	-16%	6%	-5%	-3%
O=C(Cn1c2ccccc2c(=O)c2ccccc21)Nc1cccc(F)c1	1.1%	1%	?	1%	-8%	-20%	0%
CN1c2ccccc2C(O)=C(C(=S)Nc2ccc(Cl)cc2)S1(=O)=O	-0.9%	-18%	-1%	3%	-7%	-10%[46.1 µM]	5%
CCOc1cccc(C(=O)Nc2cccc(-c3nc4ncccc4o3)c2C)c1	0.0%	-7%	0%	4%	28%[38.3 µM]	-18%[46.1 µM]	-2%
CO/N=C\CC(=O)Nc1ccc(F)cc1	-0.9%	-5%	-3%	12%	-3%	4%[46.1 µM]	6%

As entered above.
IMPase Li cell result of O=C(Nc1ccncc1)C1(c2ccccc2)CCCC1 = 4%[38.3 µM]
Epigenetic derep result of COc1ccccc1OCC(=O)N/N=C/C=C/c1ccc([N+](=O)[O-])o1 = 10µM*

Only part of the results is shown; the hit share may differ from the screen's.
